Bioassay records (PubChem)
S1P2 agonist: activates the human S1P2 receptor | O95136 | S1P2-expressing cell line, agonist reporter read-out | activation, % at 4.5 µM | actives 0.46% (n = 97,000); in the data active = activation above about 16%;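 note: 0% = vehicle low control and 100% = maximal reference agonist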
Target sequence (O95136 whole entry, looked up): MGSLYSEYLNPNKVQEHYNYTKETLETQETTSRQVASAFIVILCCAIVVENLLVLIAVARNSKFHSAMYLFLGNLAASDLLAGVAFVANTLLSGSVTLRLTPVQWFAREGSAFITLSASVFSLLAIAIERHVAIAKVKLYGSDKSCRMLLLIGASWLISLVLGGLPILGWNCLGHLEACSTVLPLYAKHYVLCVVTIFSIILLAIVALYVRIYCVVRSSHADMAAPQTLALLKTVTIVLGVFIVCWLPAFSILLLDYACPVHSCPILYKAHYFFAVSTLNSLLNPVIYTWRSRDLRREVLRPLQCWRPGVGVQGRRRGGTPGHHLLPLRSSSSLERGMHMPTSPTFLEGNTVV
PostGolgi ctrl: inhibits growth of the yeast control strain | efflux-deficient yeast background strain, growth absorbance A615, 16 h | inhibition, % at 10 µM | actives 5% (n = 98,000) | AID 738
PostGolgi yeast: growth inhibition of a yeast mutant, post-Golgi transport screen | actives 0.9% (n = 98,000) | AID 739 | post-Golgi transport phenotypic cell assay | inhibition, % at 10 µM;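 note: yeast cells grown in 1536-well plates; yeast grown about 18 h at 30C before absorbance read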
DAT uptake mod: human DAT dopamine uptake with cocaine, either direction; LLC-PK1 hDAT cells, [14C]-dopamine uptake with cocaine IC80; actives deviate in either direction; actives 1.3% (n = 110,000); AID 449768; B-score at 10 µM; Q01959;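 active = Z score or B-score, a plate-position-corrected score, falls beyond the plate's 99.7% confidence bounds, in either direction; inactive = both scores lie inside the 99.7% bounds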;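 note: scored against the spread of the other compound wells on the same plate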
Target sequence (Q01959 whole entry, looked up): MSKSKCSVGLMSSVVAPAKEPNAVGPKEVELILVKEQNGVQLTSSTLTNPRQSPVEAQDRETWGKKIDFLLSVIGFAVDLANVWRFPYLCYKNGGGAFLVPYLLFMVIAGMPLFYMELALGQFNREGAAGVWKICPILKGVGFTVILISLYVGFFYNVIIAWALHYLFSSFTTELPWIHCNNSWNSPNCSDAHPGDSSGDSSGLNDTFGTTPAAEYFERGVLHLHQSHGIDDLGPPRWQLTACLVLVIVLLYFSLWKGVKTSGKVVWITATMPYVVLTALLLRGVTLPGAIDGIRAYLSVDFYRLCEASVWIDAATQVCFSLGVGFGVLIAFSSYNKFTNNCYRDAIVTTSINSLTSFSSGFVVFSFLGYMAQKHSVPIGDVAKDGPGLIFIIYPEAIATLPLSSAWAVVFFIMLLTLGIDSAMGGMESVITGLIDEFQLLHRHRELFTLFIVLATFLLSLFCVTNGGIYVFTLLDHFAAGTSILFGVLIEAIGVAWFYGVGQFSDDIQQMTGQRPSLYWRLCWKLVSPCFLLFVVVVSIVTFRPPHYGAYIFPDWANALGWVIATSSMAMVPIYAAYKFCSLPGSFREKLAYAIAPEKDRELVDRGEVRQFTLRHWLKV
Lung fibro prol: blocks proliferation of human lung fibroblasts | AID 719 | LL 47 human lung fibroblast viability, ATP luminescence; stronger effect = lower value | actives 1.1% (n = 85,000) | viability, % at 10 µM;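 active = viability at or below 50% in the single dose screen; inactive = viability above 50%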;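 note: compound exposure lasted 72 h before the ATP readout; 100% = median luminescence of untreated cell-only wells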
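Assay system: human lung fibroblast line LL 47, low passage. Input: 1,150 fibroblasts seeded per well. Times: overnight cell rest, 72 h compound treatment at 37 °C. Evaluation: % viability of median cell-only signal. Technique: luminescent ATP detection, CellTiter-Glo. Control set: cell-only wells, no compound.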
Ecoli WT expand: growth inhibitors of E. coli BW25113 wild type; OD600 absorbance; growth inhibition, % at 100 µM; actives 0.15% (n = 98,000); AID 710;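 active = growth inhibition above about 50% at one test dose, limit read from the data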;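 note: growth measured after 20 h incubation at 37 °C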
S1P2 blocker: antagonists of human S1P2 receptor; AID 736; cell-based S1P2 antagonist assay, inhibition at 5 uM; inhibition, % at 5 µM; actives 0.21% (n = 97,000); O95136; in the data active = inhibition above about 45%;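 note: CRE beta-lactamase reporter cells expressing human S1P2 stimulated with S1P; 0% = agonist at EC80 alone and 100% = agonist plus reference antagonist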
HUVEC inhibit: human endothelial cell proliferation inhibition; HUVEC proliferation, CellTiter-Glo luminescence, 72 h; stronger effect = lower value; viability, % at 10 µM (by protocol); actives 1.1% (n = 86,000); AID 648;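 active = viability at or below 30%; inactive = viability above 30%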;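 note: 100% = median luminescence of DMSO-only cell control wells on each plate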
H69AR growth 86K: blocks growth of human H69AR lung tumor cells; viability, % at 10 µM; H69AR lung tumor viability, ATP luminescence, 72 h; stronger effect = lower value; actives 6% (n = 85,000);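 active = viability at or below 40%; inactive = viability above 40%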;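 note: multidrug resistant small cell line overexpressing MRP-1 efflux transporter; 100% = mean luminescence of untreated control wells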
Active calls of the source: *; x = not tested or not shown. Cut-off read from the data, not from the text of the source, unless noted: active = inhibition above about 30%; inactive = the rest. Random draw from the library; 11% or so of the library scored in one or more.

Structure | S1P2 agonist | PostGolgi ctrl | PostGolgi yeast | DAT uptake mod | Lung fibro prol | Ecoli WT expand | S1P2 blocker | HUVEC inhibit | H69AR growth 86K
Cc1nc(-c2cccnc2)sc1C(N)=O | -3.4 | 13.9 | 0.3 | x | x | 8.0 | 18.4 | x | x
CCCCCNc1nc(-c2ccccc2)cs1 | -2.5 | -4.4 | 3.0 | 0.356 | 85.1 | -6.0 | -48.3 | 93.6 | 90.5
c1ccc(-n2nnnc2SCc2cn3ccccc3n2)cc1 | -4.9 | 2.9 | -2.5 | -0.668 | 106.5 | 10.0 | 11.2 | 89.7 | 97.3
COc1ccc(N=c2oc3c(OC)cccc3cc2C(=O)NCc2ccco2)cc1OC | x | 5.2 | -5.8 | 0.0405 | 90.2 | -22.0 | x | 56.0 | 36.3*
COc1ccc(-c2nc(-c3ccc(NC(=O)c4ccc(Br)o4)cc3)no2)cc1OC | -0.3 | -0.9 | -0.2 | 0.277 | 63.2 | -4.0 | 24.0 | 34.9 | 3.5*
CC1CC(C)CN(CC(=O)Nc2ccc(S(N)(=O)=O)cc2)C1 (configuration not stated) | -2.2 | 2.1 | 5.8 | -0.132 | 106.6 | 5.0 | 9.2 | 101.3 | 97.1
Cc1cc(NS(=O)(=O)c2ccc(NC(=O)C(C)N3C(=O)c4ccccc4C3=O)cc2)nc(C)n1 (configuration not stated) | -2.9 | 10.0 | -18.9 | -0.559 | 94.6 | 1.0 | -3.2 | 86.6 | 113.2
CCc1ccc(-c2csc3ncn(CC(=O)N4CCOCC4)c(=O)c23)cc1 | -0.9 | -0.8 | 16.1 | 0.945 | 87.3 | -1.0 | -15.3 | 85.7 | 86.3
CCCC1=C(C(=O)OCC)C(c2ccc(O)cc2)n2ncnc2N1 (configuration not stated) | -5.6 | -2.4 | -4.2 | -0.0214 | 94.3 | 7.0 | -3.6 | 93.3 | 85.5
COCCCNC(=O)CCn1c(=O)c2ccccc2n(CC(=O)Nc2ccc(C)cc2C)c1=O | -4.6 | 6.3 | 4.7 | -1.1 | 103.1 | -5.0 | -2.6 | 99.0 | 94.1
CC1(Cc2cn(CCC#N)c3ccccc23)OCCO1 | -8.8 | -7.3 | -10.8 | -0.059 | 96.3 | -3.0 | 15.4 | 102.5 | 98.2
COc1ccc(C2=NO[C@@H]3C(=O)N(Cc4ccccc4)C(=O)[C@H]23)cc1OC | -4.3 | 7.0 | 6.4 | 0.104 | 97.7 | 0.0 | -11.8 | 104.0 | 95.8
O=C(O)CCC(=O)Nc1ccc2c(c1)oc1ccccc12 | -3.0 | 5.8 | 2.0 | 0.212 | 95.7 | -9.0 | -1.1 | 95.8 | 98.1
O=C(CSCc1cnn(-c2ccccc2)c1-n1cccc1)NCc1cccs1 | -2.5 | 7.8 | 0.7 | 0.182 | 97.1 | -12.0 | -0.9 | 104.1 | 104.2
C=CCn1c(=O)/c(=C/c2ccc(Cl)cc2)s/c1=C(/C#N)c1nnc2n1CCCCC2 | -7.7 | 21.1 | -2.2 | 0.0328 | 82.5 | -7.0 | 8.8 | 67.7 | 22.2*
CC1=C(C(=O)Nc2ccc(C)cc2C)C(c2cccs2)NC(=S)N1 (configuration not stated) | -0.3 | 17.3 | 26.3 | -1.34 | x | -2.0 | 26.5 | x | x
O=C(CSc1nnc(-c2cc(-c3cccs3)nc3ccccc23)o1)NC1CCCCC1 | 0.5 | -7.9 | -6.8 | -0.426 | 106.9 | -7.0 | -6.4 | 49.1 | 22.6*
O=C(Nc1nc2c(Cl)cccc2s1)c1ccc(Br)o1 | -3.1 | 16.2 | -7.8 | -0.019 | 100.2 | -21.0 | -8.9 | 98.2 | 106.7
CN(C)S(=O)(=O)c1ccc(C(=O)Nc2ccc(OCC(=O)N3CCOCC3)cc2)cc1 | -3.4 | 2.5 | -0.3 | 0.0274 | 97.7 | 10.0 | 17.5 | 91.8 | 91.8
C=CCNc1oc(COc2ccc(C)cc2)nc1C#N | -3.0 | -1.1 | 24.0 | 0.408 | 97.1 | 10.0 | 10.2 | 98.3 | 91.7
Cc1csc(SCC(=O)Nc2c(C)n(C)n(-c3ccccc3)c2=O)n1 | -2.1 | -7.2 | 1.6 | -0.254 | 95.5 | 2.0 | -11.1 | 94.0 | 94.7
Cc1ccc(-c2cc(C(=O)NCc3ccccn3)c3ccccc3n2)cc1 | -3.1 | -0.3 | 19.1 | -0.0613 | x | -1.0 | 15.0 | x | x
O=c1c2c(nc3nc(SCc4ccccc4)[nH]n13)CCC2 | -4.1 | 20.3 | 14.9 | 0.0631 | 103.3 | 0.0 | 4.0 | 99.5 | 84.1
Brc1ccccc1-c1nnc(COc2ncnc3c2cnn3-c2ccccc2)o1 | -2.4 | 74.4* | 0.8 | 1.19 | x | -5.0 | -0.4 | x | x
CC(C)(O)C#Cc1ccccc1C(=O)NC(CC(N)=O)C(=O)O (configuration not stated) | -3.2 | 7.9 | -6.5 | -1.35 | 109.3 | -1.0 | -6.5 | 99.2 | 90.3
CN(C)S(=O)(=O)c1cccc(C(=O)C2=C3SC=C(c4ccccc4)N3CC2)c1 | -2.4 | 11.1 | 1.9 | -0.291 | 89.4 | -2.0 | -7.4 | 78.0 | 81.0
CN1C(=C2C(=O)OC(C)(C)OC2=O)Sc2ccccc21 | -1.9 | 4.3 | -6.1 | -0.501 | 98.3 | -3.0 | 8.2 | 123.4 | 87.3
Cc1nc(NC(=O)c2cc3c(s2)CCCCC3)sc1C(=O)N(C)C | -2.4 | 9.7 | -7.3 | 2.32* | 111.3 | -6.0 | -14.2 | 79.8 | 73.4
COc1ccc(NC(=S)NC(NC(=O)c2cccc3ccccc23)C(Cl)(Cl)Cl)c([N+](=O)[O-])c1 (configuration not stated) | -1.2 | 14.4 | 0.2 | -1.04 | 102.7 | -11.0 | 23.9 | 83.8 | 47.0
CC(C)CC(=O)NC(=S)Nc1cccc(NC(=O)c2ccccc2Cl)c1 | -6.2 | 0.4 | -11.2 | 0.293 | x | 5.0 | 6.8 | x | x
CC(C)C(NS(=O)(=O)c1ccc(Br)s1)C(=O)O (configuration not stated) | -3.4 | 3.5 | -4.2 | 0.406 | 90.7 | -1.0 | 15.5 | 85.1 | 96.5
CC(C)NC(=O)Cn1nnc(-c2ccc(Cl)cc2)n1 | -8.9 | 19.8 | 4.8 | x | x | 0.0 | -16.6 | x | x
N#Cc1ccccc1NC(=O)COC(=O)c1ccc(S(=O)(=O)N2CCCC2)cc1 | -0.6 | -3.6 | 8.9 | 1.19 | 99.0 | 4.0 | 9.5 | 109.3 | 98.9
CCN(CC)CCNC1=CC(=O)OC12CCCCC2 | -4.2 | x | x | 0.298 | 99.9 | x | 7.5 | 92.3 | 94.7
Cc1nn(-c2ccccc2)c(C)c1/C=N/NC(=O)CSc1nc2ccccc2c(=O)n1-c1ccc(Br)cc1 | -4.5 | 6.1 | -5.2 | 0.221 | x | -13.0 | -15.3 | x | x
CCOCCCNC(=O)CN1CCN(c2ccc(F)cc2)CC1 | -6.3 | 17.5 | 2.4 | -0.335 | 107.7 | 17.0 | 12.2 | 102.9 | 98.6
C=CCC1(O)C(=O)N2C(=C1C(=O)OCC)c1ccc3ccccc3c1CC2(C)C (configuration not stated) | -7.4 | -0.7 | 10.8 | x | x | 8.0 | 11.5 | x | x
CCOC(=O)N1CCN(Cc2nc(-c3ccc(C)cc3)no2)CC1 | -7.6 | 2.8 | 2.4 | 0.428 | 96.0 | 10.0 | -1.9 | 104.5 | 100.9
COc1c(Cl)cc(Cl)cc1C(=O)Nc1ccc(NC(=O)c2cccs2)cc1 | -10.0 | 2.3 | -7.7 | -0.669 | x | -18.0 | 31.0 | x | x
COc1ccc(S(=O)(=O)Nc2ccc(NC(C)=O)cc2)cc1OC | 0.8 | -6.5 | -2.0 | 0.216 | 91.2 | -2.0 | 11.7 | 87.1 | 100.3
CCC1C(=O)Nc2nc(-c3ccccc3)c(-c3ccccc3)n2N=C1C (configuration not stated) | -5.4 | 42.2* | -2.3 | 0.192 | 90.2 | 3.0 | -6.1 | 101.0 | 50.6
COc1ccc(/C=C2\NC(=S)N(CC3CCCO3)C2=O)c(OC)c1C (configuration not stated) | -1.4 | 8.4 | 15.5 | -0.208 | x | -13.0 | -23.5 | x | x
CCCC(C)C(=O)NCc1ccc2c(c1)OCO2 (configuration not stated) | -5.7 | 8.1 | -1.6 | 0.438 | 99.7 | 4.0 | 11.6 | 97.6 | 99.8
Cc1ncc2c(c1OC(=O)c1ccccc1)COC(C)(C)OC2 | -1.4 | -1.2 | 13.8 | 0.163 | 109.5 | 2.0 | -37.9 | 106.9 | 89.4
Cc1ccc(OCc2nnc(SCC(=O)c3cccs3)n2-c2ccccc2)cc1C | -11.9 | 18.6 | 0.8 | -0.623 | 98.0 | -5.0 | 3.6 | 91.8 | 82.2
CCN1CCN(C(C(=O)NC2CCCCC2)c2ccc(Cl)cc2)CC1 (configuration not stated) | -4.4 | -6.6 | -2.0 | -0.297 | 101.5 | -2.0 | -22.9 | 87.2 | 87.6
CC1CC=C2C(C#N)=C(N)C(C#N)(C#N)C(c3cccs3)C2C1 (configuration not stated) | x | 21.7 | -12.4 | x | 89.6 | 8.0 | x | 81.8 | 31.6*
CCOC(=O)c1ccc(S(=O)(=O)n2c(CN3CCCCC3)nc3ccccc32)cc1 | -3.2 | 20.0 | 2.0 | 0.243 | 91.6 | 1.0 | 9.1 | 104.1 | 99.2
CC1CC(C)CN(C(=O)CSC2=Nc3ccccc3C3=NC(Cc4c[nH]c5ccccc45)C(=O)N23)C1 (configuration not stated) | -7.1 | 1.0 | -3.9 | 1.26 | 88.0 | -9.0 | 5.4 | 85.0 | 78.1
Cc1ccnc2c1NC(=O)c1cccnc1N2C1CC1 | -1.6 | 9.0 | -10.2 | 0.437 | 95.4 | -6.0 | 6.9 | 103.2 | 99.5
COc1ccc(C)cc1NS(=O)(=O)c1ccc(NS(=O)(=O)c2ccc(NC(C)=O)cc2)cc1 | -2.3 | 2.1 | 3.0 | 3.87* | 97.8 | 4.0 | -0.6 | 92.8 | 94.2
CCN(CC)CCOC(=O)c1c(C)n(C)c2ccc(OC)cc12 | -1.7 | 15.0 | -5.4 | -0.0114 | x | -6.0 | 10.6 | x | x
CCCc1nc2c(C)ccc(C)c2c(N)c1CC | -4.5 | -2.7 | -0.2 | -0.225 | x | 7.0 | -8.1 | x | x
O=C(CSc1nnc(-c2cnccn2)n1Cc1ccco1)c1ccc(Cl)cc1 | -3.3 | 9.4 | -6.6 | 0.287 | 88.1 | -10.0 | -6.0 | 82.1 | 77.5
CCn1nc(C)c(C(=O)Nc2cc(Oc3cc(C)cc(C)c3)cc([N+](=O)[O-])c2)c1C | -5.7 | 14.3 | 13.7 | -0.133 | x | 3.0 | 0.5 | x | x

3 of the compounds above, with two lines to a compound:
Each structure is followed by: S1P2 agonist, PostGolgi ctrl, PostGolgi yeast, DAT uptake mod, Lung fibro prol, Ecoli WT expand, S1P2 blocker, HUVEC inhibit, H69AR growth 86K
- CCCc1nc2c(C)ccc(C)c2c(N)c1CC
 : -4.5, -2.7, -0.2, -0.225, x, 7.0, -8.1, x, x
- O=C(CSc1nnc(-c2cnccn2)n1Cc1ccco1)c1ccc(Cl)cc1
 : -3.3, 9.4, -6.6, 0.287, 88.1, -10.0, -6.0, 82.1, 77.5
- CCn1nc(C)c(C(=O)Nc2cc(Oc3cc(C)cc(C)c3)cc([N+](=O)[O-])c2)c1C
 : -5.7, 14.3, 13.7, -0.133, x, 3.0, 0.5, x, x
